# From PubChem BioAssay
# EPAC1 antagonist: qHTS for Antagonist of cAMP-regulated guanine nucleotide exchange factor 3 (EPAC1): primary screen | Rap guanine nucleotide exchange factor 3 (Homo sapiens), O95398 | EPAC1 GEF assay, Rap1b-BODIPY-GDP exchange fluorescence | hit rate 0.14% among 360,000 | Potency, µM (titrated, usually from 115 µM), inactives show at the highest dose activity change, negative = inhibition, actives largely listed as inhibitors;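 also: potency is read from the fitted curve at half-maximal effect; plate controls were vehicle for no effect and positive control for full effect; nearly all actives have a fitted effect of over 50% in size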
# EPAC1 agonist: qHTS for Agonist of cAMP-regulated guanine nucleotide exchange factor 3 (EPAC1): primary screen | EPAC1 agonist qHTS, biochemical assay; response scale: 100% = response to 6.5 mM cAMP | Potency, µM (series often up to 154 µM), inactives show at the highest dose activation, usual class: activators | hit rate 0.073% among 360,000; also: potency is read from the fitted curve at half-maximal effect; nearly all actives have a fitted effect of over 60% in size
#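 Nucleotide exchange by EPAC1 (100 nM) on Rap1B–BODIPY-GDP (250 nM) in the presence of 50 uM GDP is tracked fluorescently at 480/540 nm over 30 min. Signals are normalized to a 6.5 mM cAMP control.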
# GLP-1R inv ag: qHTS of GLP-1 Receptor Inverse Agonists (Inhibition Mode); HEK293 GLP-1R CRE-luciferase, luminescence, 24 h; GLP-1R form is constitutively active; Glucagon-like peptide 1 receptor (Homo sapiens), P43220; hit rate 1.6% among 410,000; Potency, µM (titrated, usually from 38.3 µM), for the others: at the highest dose activity change, negative = inhibition, hits mostly inhibitors; also: potency is read from the fitted curve at half-maximal effect; % is scaled to controls: 0 for no effect and ±100 for the full control effect; nearly all actives have a fitted effect of over 55% in size
#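 HEK293 cells stably co-expressing a cAMP-responsive luciferase reporter and constitutively active GLP-1R were seeded, incubated 12 h, then exposed to compounds for 24 h at 37 C. Luminescence was read 12 min after detection reagent; inverse agonists lower signal.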
# PTHR1 agonist: qHTS for PTHR1 Agonists: Primary Screen; Parathyroid hormone/parathyroid hormone-related peptide receptor (Homo sapiens), Q03431; HEK293 GP2 PTHR1 cells, GloSensor cAMP luminescence, 1 h; Potency, µM (series often up to 115 µM), inactives show at the highest dose activation, actives largely listed as activators; hit rate 0.075% among 410,000; also: potency is read from the fitted curve at half-maximal effect; nearly all actives have a fitted effect of over 55% in size; some results filed as inactive show a strong effect at the top dose; inactives centre near -15; many of its hits are not listed in these tables
# Target sequence (Q03431 whole entry, looked up): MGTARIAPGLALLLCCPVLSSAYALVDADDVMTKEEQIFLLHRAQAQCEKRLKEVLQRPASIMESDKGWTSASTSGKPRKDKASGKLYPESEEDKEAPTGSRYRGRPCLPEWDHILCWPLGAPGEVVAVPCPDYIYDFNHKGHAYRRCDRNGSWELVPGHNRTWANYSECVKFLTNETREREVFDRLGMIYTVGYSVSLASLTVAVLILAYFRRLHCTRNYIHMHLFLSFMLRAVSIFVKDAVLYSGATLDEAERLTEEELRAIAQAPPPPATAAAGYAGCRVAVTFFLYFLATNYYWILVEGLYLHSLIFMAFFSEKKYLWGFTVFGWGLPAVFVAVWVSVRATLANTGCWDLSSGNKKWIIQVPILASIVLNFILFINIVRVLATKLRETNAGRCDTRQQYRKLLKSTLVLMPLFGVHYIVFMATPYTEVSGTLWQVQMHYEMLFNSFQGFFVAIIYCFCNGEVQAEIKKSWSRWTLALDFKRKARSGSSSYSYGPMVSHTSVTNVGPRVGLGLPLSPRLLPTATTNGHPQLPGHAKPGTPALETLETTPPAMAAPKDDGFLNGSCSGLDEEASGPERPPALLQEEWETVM
#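 HEK-293-derived GP2 cells expressing PTHR1 and a GloSensor cAMP reporter, 3,000/well, plated overnight, given luciferin plus IBMX (each 0.5 mM as added) for 1 h at 37 °C, then compound for 1 h at 37 °C. Luminescence was read after 15 min at room temperature.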
# GLP1R ag: qHTS of GLP-1 Receptor Agonists. hit rate 0.007% among 380,000. Glucagon-like peptide 1 receptor (Homo sapiens), P43220. HEK293 GLP-1R CRE-luciferase, luminescence, 4-6 h; cells express a hypersensitive GLP-1R form. Potency, µM (highest dose often 45.6 µM), inactives show at the highest dose activation, hits mostly activators; also: potency is read from the fitted curve at half-maximal effect; % of control where 0% means no effect
# IL-2 act: qHTS of IL-2 Activators | IL-2 activation reporter assay, cell-based qHTS; stimulated with anti-CD3/CD4/CD28 beads; in transgenic mouse T cells | activation, % (series mostly up to about 46 µM) | hit rate 0.065% among 360,000; in the data active = activation above about 50%; inconclusive = mostly about 30% to 49%; also: 0% is about no effect
#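 Readout is EGFP and DsRed signal by fluorescent plate cytometry after 18 h at 37 degrees C. Transgenic mouse T cells (750/well) received compound for 60 min before bead stimulation (anti-CD3, anti-CD4, anti-CD28); memory T cells served as non-tolerant control.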
# PLK1 PBD inh: qHTS for Inhibitors of PLK1-PDB (polo-like kinase 1 - polo-box domain): Primary Screen; Plk1 PBD binding of FITC phosphopeptide, fluorescence polarization; Potency, µM, for inactives: max response, negative = inhibition, usual class: inhibitors; Serine/threonine-protein kinase PLK1 (Homo sapiens), P53350; hit rate 2.8% among 360,000; also: potency is read from the fitted curve at half-maximal effect; series mostly up to about 57 µM; % is scaled to controls: 0 for no effect and ±100 for the full control effect; nearly all actives have a fitted effect of over 65% in size
# PI5P4Ka inh: qHTS for Inhibitors of phosphatidylinositol 5-phosphate 4-kinase (PI5P4K); AID 652105, 2013; max response, %; PI5P4Kalpha enzyme, ADP-Glo luminescence, 60 min; stronger effect = lower value; hit rate 1.2% among 330,000; Phosphatidylinositol 5-phosphate 4-kinase type-2 alpha (Homo sapiens), P48426; active = max response of -50% or lower; inconclusive = between -30% and -50%; inactive = -30% or higher; also: value at the top dose of about 77 µM; % is scaled to controls: 0 for no effect and ±100 for the full control effect
# Target sequence (P48426 whole entry, looked up): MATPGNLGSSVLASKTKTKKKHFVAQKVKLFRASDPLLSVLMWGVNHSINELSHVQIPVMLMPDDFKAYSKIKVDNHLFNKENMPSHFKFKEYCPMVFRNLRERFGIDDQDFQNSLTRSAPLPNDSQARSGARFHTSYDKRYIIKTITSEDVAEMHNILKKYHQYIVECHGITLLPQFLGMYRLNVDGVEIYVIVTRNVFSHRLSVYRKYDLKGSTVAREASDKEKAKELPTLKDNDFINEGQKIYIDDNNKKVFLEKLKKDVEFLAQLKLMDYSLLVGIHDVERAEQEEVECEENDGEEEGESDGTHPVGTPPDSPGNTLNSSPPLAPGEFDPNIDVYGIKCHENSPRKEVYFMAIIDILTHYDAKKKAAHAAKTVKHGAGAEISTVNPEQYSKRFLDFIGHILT
#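 Compounds were pin-transferred onto PI5P4Kalpha and substrate in HEPES pH 7.4 buffer with EGTA, CHAPS and 5% DMSO. ATP (5 microM final) started the reaction, which ran 60 minutes at room temperature before ADP-Glo detection.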
# HEK293 tox: qHTS of GLP-1 Receptor Inverse Agonists: Cytotox Screen | HEK293 cAMP-luciferase reporter cells, luminescence, 24 h | Potency, µM (series often up to 38.3 µM), without a hit: top-dose activity change, negative = inhibition, most hits filed as inhibitors | hit rate 0.13% among 410,000;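 also: loss of luciferase light is scored as toxicity; potency is read from the fitted curve at half-maximal effect; % is scaled to controls: 0 for no effect and ±100 for the full control effect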
#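 Step one: seed cells (200 cells/uL, DMEM with 10% Nu serum, 1% pen-strep). Step two: 12-hour incubation at 37 deg C. Step three: pin 23 nL compound, incubate 24 hr. Step four: add luciferase reagent, read luminescence 12 min later.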
# * = called active by the depositor; i = inactive; ? = inconclusive; . = no result given; [ ] = dose if it differs, or a comment. Unless noted, calls follow the shape of the dose curve; as a rule, active = well fitted curve in the direction sought with a large enough effect; inconclusive = small, poorly fitted or top-dose-only effect, or another doubt; inactive = no such curve, though single readings can be large; an effect the other way counts as inactive or inconclusive. This is a subset, so the mix of outcomes need not match the whole.
SMILES	EPAC1 antagonist	EPAC1 agonist	GLP-1R inv ag	PTHR1 agonist	GLP1R ag	IL-2 act	PLK1 PBD inh	PI5P4Ka inh	HEK293 tox
COc1ccc(NC(=O)CNC(=O)c2nn(-c3ccc(OC)c(OC)c3)c(=O)c3ccccc23)c(OC)c1	-7%	-1%	8%	-8%	?	0.2	2%	9	30%[activator]
Cc1cc(=O)n2nc(N3CCCC(C(=O)N4CCOCC4)C3)sc2n1 (stereo not given)	-9%	-2%	7%	i	-12%	-0.4	-16%	1	15%
O=C(COc1ccc(F)cc1)N(c1ccccn1)C1CCCCC1	-18%	5%	?	i	0%	-4.0	-11%	-6	14%
Cn1cnc(S(=O)(=O)NC2CCN(Cc3ccccc3)CC2)c1	14%	12%	5%	i	3%	-1.4	-7%	-2	1%
CCCCC(=O)Nc1nnc(S(=O)(=O)N(C)Cc2ccco2)s1	-20%	6%	-19%	i	-3%	-3.1	-18%	-3	-7%
CC1(C)Cc2nc3sc4c(OCc5ccccc5)ncnc4c3cc2CO1	-1%	3%	1%	-13%[57.5 µM]	-3%	0.1	-6%	3	2%
O=C(CNC(=O)c1ccco1)NCC(=O)OCc1cccc(C(=O)Oc2ccccc2)c1	3%	0%	0%	-12%[57.5 µM]	0%	-3.7	-9%	.	9%
Fc1cccc(Cl)c1CNCCCSc1ncccn1	-3%	5%	2%	-6%	1%	-2.2	-10%	2	9%
CCOC(=O)Cc1cc(=O)n2[nH]c(C)c(C#N)c2n1	-5%	5%	2%	-9%[57.5 µM]	2%	2.1	-1%	.	-8%
CCSc1nnc(SCC(=O)N2CCN(C(=O)c3ccco3)CC2)s1	3%	-6%	23%	i	7%	-0.7	-5%	-13	6%
O=C1OC(c2cccs2)=N/C1=C\c1ccc(-c2ccccc2Cl)o1	-14%	-1%	-3%	i	2%	2.2	-13%	.	-25%
COCc1nnc(NC(=O)C2CCN(C(=O)c3ccco3)CC2)s1	-10%	0%	3%	-17%	0%	-0.8	27µM*	-19	-7%
COc1ccccc1Cc1c(-c2ccccc2)nc2cc(C)c(Br)c(C)n12	3%	11%	?	i	17%	0.6	-5%	17	4%
C/C(=C\COc1cc(=O)[nH]c2ccccc12)CCC(O)C(C)(C)O (stereo not given)	3%	-5%	5%	-9%	2%	0.1	-2%	-2	-11%
Cc1ccccc1Cn1cc(S(=O)(=O)CC(=O)N2CCCCC2)c2ccccc21	0%	2%	4%	-13%[57.5 µM]	1%	-1.7	-3%	.	1%
COc1ccc(/C=N/NC(=O)c2cccc3ccccc23)c(OC)c1OC	-3%	4%	?	-18%	18%	-1.0	-12%	-18	?
O=C(O)CC(Cc1ccccc1)C(=O)NCC12CC3CC(CC(C3)C1)C2 (stereo not given)	-5%	-6%	5%	-15%	2%	0.0	-18%	-1	-8%
COc1ccc(C2(c3ccc(OC)cc3)NC(=O)N(CC(=O)Nc3ccc(C(N)=O)cc3)C2=O)cc1	-25%	6%	-3%	i	17%	-1.2	-8%	-5	15%
Cc1ccc2oc(=O)c3cc(C(=O)NCCCN4CCCC(C)C4)sc3c2c1 (stereo not given)	4%	-2%	7%	i	-5%	-3.0	-12%	0	-7%
O=C(OCC(=O)N1CCc2ccccc21)c1n[nH]c(=O)c2ccccc12	30%[activator]	-9%	27%	i	-3%	-0.3	1%	-9	30%
Cc1cccc(CCNC(=O)CCCOc2cc(=O)n(C)c3ccccc23)c1	21%	-1%	58%[activator]	i	8%	3.3	2%	6	4%
Cc1cc(/C=N/NC(=O)C(=O)N2CCCC2)c(C)n1-c1cccc(Br)c1	12%	-5%	?	i	3%	0.2	-2%	8	0%
CN(CC(=O)Nc1ccc(F)cc1)C(=O)CSc1ccc2c(c1)OCCO2	11%	14%	-19%	-30%[inhibitor]	18%	0.9	-12%	2	-2%
CCOc1ccccc1N(CC)C(=O)c1noc2c1COc1ccc(C)cc1-2	.	.	?	i	24%	.	.	.	-28%
COc1ccccc1C(O)c1ncc(-c2cccc(C(F)(F)F)c2)[nH]1 (stereo not given)	-11%	-6%	-26%	-28%	-2%	0.7	2%	2	-10%
O=C(CCc1nnc(CCCc2ccccc2)o1)NCCc1ccccc1	-12%	-6%	-19%	-17%	-1%	-2.3	-13%	-5	-1%
S=C(NCc1cccnc1)Nc1cccc2ccccc12	2%	-3%	20%	i	1%	-0.7	-11%	-3	0%
COc1ccc(CC(=O)OCC(=O)N2N=C(c3ccccc3)CC2c2ccc(OC)cc2)cc1 (stereo not given)	-23%	-3%	?	i	-8%	0.3	-3%	9	-9%
CCCN1C(=O)c2ccc(C(=O)NCc3ccco3)cc2C1=O	26%	6%	0%	?	3%	-1.2	-12%	.	3%
COC(=O)[C@]12CCCCC=C1N(CCc1ccc(OC)c(OC)c1)C(=O)[C@H](CC(=O)NCCCCc1ccccc1)C2	-12%	6%	?	1%	.	1.1	0%	-5	2%
CCC(NC(=O)Nc1nnc(C(F)(F)F)s1)(C(F)(F)F)C(F)(F)F	-2%	-10%	?	-35%[inhibitor][57.5 µM]	-8%	-0.6	-5%	-1	-20%
COc1ccc(C(=O)O)cc1S(=O)(=O)NCc1cccnc1	7%	-2%	6%	-11%	-4%	-2.1	0%	0	2%
CC1CCCN(C2(O)C(=O)Nc3ccc([N+](=O)[O-])cc32)C1 (stereo not given)	-15%	-8%	2%	-1%	2%	1.3	-7%	-5	-41%
Cc1cc(C)n(CCNCc2c(C(=O)N3C[C@@H](C)O[C@@H](C)C3)nc3ccc(Cl)cn23)n1	-1%	7%	-16%	-12%	9%	0.3	-7%	1	-12%
CC(=O)c1cc2ccccc2oc1=O	19%	0%	12%	?	-6%	0.6	-1%	0	-3%
Cc1c(NC(=O)c2ccc(NS(=O)(=O)c3cccc([N+](=O)[O-])c3)cc2)c(=O)n(-c2ccccc2)n1C	-14%	0%	7%	-1%	0%	-1.9	4%	4	-6%
COc1ccccc1N1CCN(c2ccc(=O)n(CC(=O)O)n2)CC1	.	.	6%	i	-1%	.	.	.	-7%
CC1=NN(C(N)=S)C(=O)C1N=Nc1ccccc1[N+](=O)[O-] (stereo not given)	8%	-1%	-15%	i	-8%	-0.1	?	-1	-24%
Cc1ccc(NC(=O)CSCC(=O)Nc2ccc(N3CCOCC3)c(Cl)c2)cc1	5%	14%	-6%	-12%[57.5 µM]	24%	0.3	-10%	-1	-14%
Cc1cc(NC(=O)CN2CCCCC2)n(-c2ccccc2)n1	8%	8%	-8%	0%	18%	0.2	-11%	1	8%
Cc1cccnc1NC(=O)Nc1ccc(F)cc1	5%	1%	2%	i	10%	-0.2	3%	-5	3%
COC(=O)c1ccccc1S(=O)(=O)N1CCC(C(=O)OC(C)C(=O)N(C)Cc2ccccc2)CC1 (stereo not given)	-25%	2%	-8%	-15%	2%	-4.7	-7%	-5	2%
Cc1ccc(C)c(S(=O)(=O)NC2CCSC2=O)c1 (stereo not given)	7%	6%	?	-2%	4%	0.0	1%	-1	-8%
CCCCc1c(C)c2ccc(OC)c(/C(C)=N\O)c2oc1=O	-17%	-2%	?	-24%	-4%	-4.8	-9%	0	-9%
Cc1ccnc2nc(C(=O)NCCc3ccc(F)cc3)nn12	-6%	3%	7%	8%[57.5 µM]	32%	0.4	0%	5	-6%
CCC(C)NC(=O)c1ccccc1NC(=O)C(C)N(c1ccccc1)S(C)(=O)=O (stereo not given)	-16%	5%	0%	i	12%	3.0	-5%	.	-21%
CN(C)C(=O)c1cc(S(=O)(=O)N(C)C)c(Cl)cc1N1CCCC1	2%	-1%	2%	i	-9%	-2.7	-2%	.	4%
CCOC(=O)C1CCCN(C(=O)C(CCSC)NC(=O)COc2ccccc2)C1 (stereo not given)	11%	3%	31%[activator]	i	-10%	-6.6	1%	0	4%

# Brought forward from above: 2 entries, followed by the next part.
SMILES	EPAC1 antagonist	EPAC1 agonist	GLP-1R inv ag	PTHR1 agonist	GLP1R ag	IL-2 act	PLK1 PBD inh	PI5P4Ka inh	HEK293 tox
CN(C)C(=O)c1cc(S(=O)(=O)N(C)C)c(Cl)cc1N1CCCC1	2%	-1%	2%	i	-9%	-2.7	-2%	.	4%
CCOC(=O)C1CCCN(C(=O)C(CCSC)NC(=O)COc2ccccc2)C1 (stereo not given)	11%	3%	31%[activator]	i	-10%	-6.6	1%	0	4%
Cc1ccccc1NC(=O)NNC(=O)COc1ccc2ccccc2c1	8%	7%	9%	i	-26%	-1.9	-6%	-8	8%
O=C(O)C1CCN(c2ccc(S(=O)(=O)N3CCC(C(=O)O)CC3)cc2[N+](=O)[O-])CC1	1%	-6%	23%	-19%	-5%	4.8	2%	4	13%
CC(C)(C)c1ccc(C(=O)OCc2c(-c3ccccc3)ncc3ccccc23)cc1	-15%	9%	?	-21%	3%	-0.1	-18%	7	-10%
S=C(NCC1CCCO1)Nc1ccccc1 (stereo not given)	15%	11%	-7%	-8%	10%	0.3	-4%	3	11%
COC(=O)c1ccc(Cn2nnc3c(=O)[nH]c(C4CCN(S(=O)(=O)c5cc(C)ccc5C)CC4)nc32)cc1	18%	10%	7%	i	-5%	-3.0	0%	5	-6%
